# Screening data deposited in PubChem BioAssay by The Scripps Research Institute Molecular Screening Center.
# CHO parental Ca: signal in parental CHO cells, OX1R antagonist counter-screen | parental CHO-K1, ATP-induced calcium, Fluo-8 fluorescence | inhibition, % at 5.6 µM | 330,000 compounds, 0.63% hits;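 active = inhibition above that plate's mean sample inhibition plus 3 SD, cut at about 26% in these data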;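 also: 0% = ATP-challenged DMSO wells and 100% = DMSO wells without ATP; some compounds past the cut are filed as inactive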
#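 Material: Parental CHO cells | Reagent: ATP | Compound dosing: Single nominal dose of 5.6 µM per compound | Detection: Intracellular calcium via Fluo-8 no-wash fluorescent dye | Read-out: % inhibition of ATP-induced calcium mobilization | Benchmarks: Low control ATP plus DMSO, high control DMSO only | Replicates: Singlicate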
# TAAR1 agonist: human TAAR1 agonism | activation, % at 3 µM | CHO RD-HGA16 TAAR1, Fluo-8 calcium fluorescence; vehicle wells 0%, saturating PEA agonist 100% | Q96RJ0 | 360,000 compounds, 0.99% hits;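 active = activation above the mean activation of all test compounds in the run plus 3 SD, cut at about 38% in these data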
# Target sequence (Q96RJ0 whole entry, looked up): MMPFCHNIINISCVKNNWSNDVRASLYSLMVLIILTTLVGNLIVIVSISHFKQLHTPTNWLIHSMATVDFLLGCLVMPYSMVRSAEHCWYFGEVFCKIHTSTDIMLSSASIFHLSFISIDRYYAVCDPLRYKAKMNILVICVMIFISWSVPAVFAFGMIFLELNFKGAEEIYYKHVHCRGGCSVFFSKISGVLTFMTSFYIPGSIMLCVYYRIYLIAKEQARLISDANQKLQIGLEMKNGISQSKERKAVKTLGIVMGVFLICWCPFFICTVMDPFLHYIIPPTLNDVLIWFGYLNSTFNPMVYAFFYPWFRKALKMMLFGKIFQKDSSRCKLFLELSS
#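 test system = CHO RD-HGA16 cells carrying human TAAR1 plus Gα16 | schedule = 17-24 h seeding, 75 min 37 °C dye, 30 min RT | compound dosing = 3 µM single concentration | control set = DMSO and PEA EC100 | replicates = n 1 | signal = Fluo-8 fluorescence, 5 s baseline then 140 s kinetic read | measure = percent activation vs PEA EC100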
# M1 PAM: positive allosteric modulators of human M1 muscarinic receptor. AID 588819. CHO-K1 hM1, Fluo-8 calcium fluorescence, ACh EC20; 0% = ACh EC20, 100% = maximal ACh. 360,000 compounds, 0.088% hits. activation, % at 3 µM. P11229; in the data active = activation above about 19%, passing the limit was not always enough
# Target sequence (P11229 whole entry, looked up): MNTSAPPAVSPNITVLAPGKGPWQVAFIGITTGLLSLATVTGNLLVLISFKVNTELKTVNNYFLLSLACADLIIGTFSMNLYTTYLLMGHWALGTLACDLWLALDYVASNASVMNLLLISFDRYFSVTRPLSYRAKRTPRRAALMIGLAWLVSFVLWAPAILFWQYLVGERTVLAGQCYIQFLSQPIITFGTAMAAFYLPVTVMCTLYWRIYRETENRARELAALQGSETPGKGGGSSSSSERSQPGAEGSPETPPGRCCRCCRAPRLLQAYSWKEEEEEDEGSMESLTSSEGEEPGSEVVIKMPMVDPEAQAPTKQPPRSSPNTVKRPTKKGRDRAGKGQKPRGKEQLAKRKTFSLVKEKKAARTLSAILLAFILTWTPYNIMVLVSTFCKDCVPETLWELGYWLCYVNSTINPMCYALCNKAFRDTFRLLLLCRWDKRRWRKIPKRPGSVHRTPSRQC
# CHO-K1 Ca antag: M1 antagonist counterscreen hit in parental CHO-K1 cells; ATP-induced calcium, Fluo-8 fluorescence; inhibition, % at 3 µM; 360,000 compounds, 0.6% hits;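 active = inhibition above a per-plate cutoff, the plate's mean sample inhibition plus 3 SD, cut at about 24% in these data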;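 also: 0% = DMSO plus EC80 ATP and 100% = DMSO alone without ATP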
# CHRM1 antagonist: human CHRM1 antagonism; CHO-K1 hM1, Fluo-8 calcium fluorescence, ACh EC80 antagonist; inhibition, % at 3 µM; 360,000 compounds, 1.3% hits; P11229; AID 588852;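 active = percent inhibition above its own plate's cutoff, namely the mean of that plate's compound wells plus 3 SD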;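 also: peak over basal fluorescence ratio during 140 s after agonist addition; 0% = ACh EC80 plus DMSO and 100% = DMSO alone without agonist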
# TAAR1 antagonist: human TAAR1 antagonism; CHO RD-HGA16 TAAR1, Fluo-8 calcium fluorescence, antagonist; inhibition, % at 3 µM; 360,000 compounds, 1.5% hits; AID 624466;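 active = inhibition above a per-plate cutoff, the mean inhibition of test compounds on that plate plus 3 SD, cut at about 49% in these data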;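 also: 0% = DMSO plus EC80 beta-PEA response and 100% = DMSO alone without agonist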
#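 Test system: hTAAR1-expressing CHO RD-HGA16 cells, Gα16-coupled; Probe or stimulus: EC80 β-phenethylamine stimulus; Compound dosing: single nominal final test compound concentration of 3 µM; Timing: 140 s kinetic read after compound, 140 s after agonist; Signal: Fluo-8 calcium-sensitive fluorescence; Measure: % inhibition of agonist calcium response; Controls: DMSO and EC80 PEA controls.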
# M1 ag: activates human CHRM1 receptor; P11229; CHO-K1 hM1, Fluo-8 calcium fluorescence, agonist mode; 0% DMSO, 100% acetylcholine EC100; activation, % at 3 µM; 360,000 compounds, 0.33% hits; AID 588814;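 active = activation above the run's mean compound activation plus 3 SD, cut at about 16% in these data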;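 also: peak over basal fluorescence ratio within a 140 s kinetic read after compound addition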
# M1 ag parental: counter-screen for M1 agonists: effect in parental CHO-K1 cells; Fluo-8 calcium fluorescence; scaled to maximal ATP response, vehicle zero; activation, % at 3 µM; 360,000 compounds, 0.48% hits; AID 602248; in the data active = activation above about 15%;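 also: untransfected CHO-K1 host cells lacking M1 receptor as counterscreen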
# M1 PAM parental: M1 PAM counterscreen hit in parental CHO-K1 cells. ATP EC20, Fluo-8 calcium fluorescence; 0% at ATP EC20, 100% at ATP max. activation, % at 3 µM. 360,000 compounds, 0.02% hits. AID 602247;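 active = activation above the run cutoff, the mean activation of all test compounds plus 3 SD, cut at about 40% in these data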;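 also: peak over basal fluorescence ratio in a 140 s read after ATP addition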
# Starred values were filed as active, the others as inactive; / = not tested or not shown.
smiles	CHO parental Ca	TAAR1 agonist	M1 PAM	CHO-K1 Ca antag	CHRM1 antagonist	TAAR1 antagonist	M1 ag	M1 ag parental	M1 PAM parental
CCOc1ccccc1/C=N/NC(=O)c1cc(C(C)C)[nH]n1	-16	9	-5	-4	4	36	-1	3.4	4
COc1ccc(NC(=O)CNCc2ccc(Cl)cc2)cc1S(=O)(=O)N1CCOCC1	-22	12	6	-20	-5	4	-4	1.8	25
COC(=O)c1ccc(C)c(NC(=O)CCCN2C(=O)NC(C)(C)C2=O)c1	-9	6	1	-2	6	2	-3	0.4	4
O=C(NCCCN1CCCC1=O)c1cc(S(=O)(=O)N2CCOCC2)c(Cl)cc1Cl	/	0	-2	15	3	-6	-2	-0.1	-23
CCOc1ccc(CNS(=O)(=O)c2cccs2)cc1OCC	-5	4	6	-5	-11	-21	-2	1.2	14
COc1ccc(Cl)cc1C(=O)NNC(=O)c1ccncc1	1	-1	4	9	-8	2	-3	0.1	-9
Cc1sc2ncn3ncnc3c2c1C	-12	1	10	2	-10	13	-2	0.2	14
O=C(c1cccc([N+](=O)[O-])c1)N1CCN(Cc2ccc3c(c2)OCO3)CC1	14	5	11	8	-8	0	-10	9.5	5
CCCN1CCc2c(sc(NC(=O)CCS(=O)(=O)c3ccccc3)c2C(N)=O)C1	8	2	5	4	-5	-8	-3	-0.2	-11
COc1ccccc1-n1nnnc1SCC(=O)Nc1ccccn1	2	7	4	-11	-8	-8	0	1.3	20
COc1ccc(/C=C/C(=O)OCC(=O)c2c(C)[nH]c3ccccc23)cc1OC	-15	2	8	-10	-5	-7	-6	0.7	20
CC[C@@]12C(=O)N(c3ccccc3)C(=O)N1[C@H](c1cccc(C)c1)[C@@H]1C(=O)N(Cc3ccccc3)C(=O)[C@@H]12	-28	3	0	-13	0	3	-5	0.3	15
O=C(CSc1nnc2ccccn12)Nc1cccc(-c2nc3ccccc3s2)c1	-16	4	-3	0	3	33	-4	1.1	-10
CC12CC3CC(C)(C1)CC(C(O)CN1CCOCC1)(C3)C2 (stereo unspecified)	-6	4	-2	-8	3	-19	-9	0.3	10
Clc1ccc(Cc2ccc(SCc3ccccc3)nn2)c(Cl)c1	1	15	-7	9	6	50*	-5	0.1	11
CCOc1ccc2[nH]c3c(NCCC(C)C)ncnc3c2c1	/	5	-11	0	8	8	-4	12	2
CC(=O)Nc1ccc(NS(=O)(=O)c2ccc3ccccc3c2)cc1	2	11	9	4	-3	2	9	0.1	-4
COc1ccccc1OCC(=O)NNC(=O)c1ccc2c(=O)n3c(nc2c1)CCC3	-4	3	12	-5	-16	-30	-2	1.1	12
CSCCC(NC(=O)c1ccc(Cl)cc1Cl)C(=O)NNC(=O)c1ccncc1 (stereo unspecified)	-8	0	1	3	0	-13	-2	0.0	1
CCN1C(=O)N[C@@H](c2cccc(C(F)(F)F)c2)C(C(=O)OC)=C1C	-4	9	11	-10	-9	1	-4	0.2	16
CSc1nnc(C(C)(C)C)c(=O)n1/N=C/c1c(O)ccc2ccccc12	-18	-1	4	-6	-19	-17	-2	1.1	9
O=C(NCc1ccco1)c1ccc(Cl)c(S(=O)(=O)N2CCOCC2)c1	-15	16	9	-4	-10	5	-3	0.4	19
CCOC(=O)c1ccc2c(c1)sc(=NC(=O)c1ccco1)n2CCOC	-11	0	4	4	3	-17	-7	7.6	17
CN(Cc1c(C(=O)N/N=C/c2cc(F)ccc2F)nnn1-c1nonc1N)C1CCCCC1	-15	3	7	-18	-9	-25	-1	2.2	2
O=C(NC(=S)NC1CCCCC1)c1ccccc1	15	7	8	-4	-14	-25	-3	10	28
O=C(CN1C(=O)NC2(CCCC2)C1=O)NNC(=O)c1ccccc1F	-5	2	2	-9	0	-9	0	0.4	6
Cc1cc2oc(C(=O)Nc3c(C)n(C)n(-c4ccccc4)c3=O)c(C)c2cc1Cl	-33	-2	-5	-10	-8	4	-9	4.5	11
CN(CC(=O)NCc1ccco1)CC(=O)Nc1ccc(F)c(F)c1F	-7	4	3	-19	-5	5	2	0.8	18
Cc1ccc(-c2nc(CN3CCCCC3c3cccc(F)c3)c(C)o2)o1 (stereo unspecified)	-31	8	-7	-8	6	-7	-13	0.0	-5
Cc1ccc(NS(=O)(=O)c2ccc(C(=O)N3CCOCC3)cc2)cc1	-1	20	-6	0	11	-15	4	4.8	-23

# Nine entries from above, ordered by formula weight, rising:
smiles	CHO parental Ca	TAAR1 agonist	M1 PAM	CHO-K1 Ca antag	CHRM1 antagonist	TAAR1 antagonist	M1 ag	M1 ag parental	M1 PAM parental
Cc1sc2ncn3ncnc3c2c1C	-12	1	10	2	-10	13	-2	0.2	14
CCOc1ccccc1/C=N/NC(=O)c1cc(C(C)C)[nH]n1	-16	9	-5	-4	4	36	-1	3.4	4
CCOc1ccc(CNS(=O)(=O)c2cccs2)cc1OCC	-5	4	6	-5	-11	-21	-2	1.2	14
CCN1C(=O)N[C@@H](c2cccc(C(F)(F)F)c2)C(C(=O)OC)=C1C	-4	9	11	-10	-9	1	-4	0.2	16
CN(CC(=O)NCc1ccco1)CC(=O)Nc1ccc(F)c(F)c1F	-7	4	3	-19	-5	5	2	0.8	18
Cc1cc2oc(C(=O)Nc3c(C)n(C)n(-c4ccccc4)c3=O)c(C)c2cc1Cl	-33	-2	-5	-10	-8	4	-9	4.5	11
CCCN1CCc2c(sc(NC(=O)CCS(=O)(=O)c3ccccc3)c2C(N)=O)C1	8	2	5	4	-5	-8	-3	-0.2	-11
COc1ccc(NC(=O)CNCc2ccc(Cl)cc2)cc1S(=O)(=O)N1CCOCC1	-22	12	6	-20	-5	4	-4	1.8	25
CC[C@@]12C(=O)N(c3ccccc3)C(=O)N1[C@H](c1cccc(C)c1)[C@@H]1C(=O)N(Cc3ccccc3)C(=O)[C@@H]12	-28	3	0	-13	0	3	-5	0.3	15

# (more compounds)
smiles	CHO parental Ca	TAAR1 agonist	M1 PAM	CHO-K1 Ca antag	CHRM1 antagonist	TAAR1 antagonist	M1 ag	M1 ag parental	M1 PAM parental
COc1ccc(-c2n[nH]c3c2CN(C(=O)c2ccc(OC)c(OC)c2)CC3)cc1	-11	7	5	-11	-11	10	-2	4.7	-10
O=C(c1ccccc1)N1CCN(c2ccccc2)CC1	/	1	20	-4	-24	-1	1	-0.5	-11
COc1ccc(OC)c(NC(=O)CSc2nnc(CNc3ccc(F)cc3)o2)c1	-6	2	5	7	-12	5	0	1.5	-7
COc1cc(/C=N\Nc2cc(=O)n(C)c(=O)n2C)ccc1O	-13	6	6	-9	4	-6	-2	0.2	10
O=C1CC(=O)Nc2cc(S(=O)(=O)N3CCN(c4ccc([N+](=O)[O-])cc4)CC3)ccc2N1	-10	0	5	-4	-5	-10	-3	-0.2	-9
Cc1ccccc1OCC(=O)Nc1ccc(NC(=O)c2ccco2)cc1	21	10	1	-2	-4	22	-5	2.6	3
Nc1c(N)c2ccccc2oc1=O	-7	8	10	-18	-30	-9	1	4.2	18
COc1ccc(C(=O)Oc2cc(C)c(CN3CCOCC3)cc2C)cc1OC	-4	3	5	2	-9	-26	1	0.9	-10
Cc1ccc(-c2cc(Cc3ccc(N(C)C)cc3)c(=O)[nH]n2)cc1	-10	9	5	-10	-6	-25	0	7.8	16
Cc1cc(=O)[nH]c(SCc2nnnn2-c2ccc(Cl)cc2)n1	-12	-1	12	-10	-13	-2	-5	1.4	31
Cc1noc(C)c1C(=O)N1CCC1(C)C(=O)NS(=O)(=O)c1ccc(Br)cc1 (stereo unspecified)	/	2	-1	-1	4	-14	-2	0.1	8
Cc1ccc(OC(=O)COc2ccccc2C)cc1	-10	4	-5	-10	8	-12	-4	0.8	4
O=C(CCC(=O)N(CC(=O)NC1CCCCC1)c1ccc(F)cc1)Nc1ccccn1	-8	0	14	-14	-14	-2	2	0.4	9
O=C(c1ccc(Cl)nc1)N1CCN(S(=O)(=O)c2ccc(Cl)cc2)CC1	-2	2	6	-14	1	-14	-6	0.8	12
COc1ccccc1CC(=O)NN1C(=O)NC2(CCC(C)CC2)C1=O (stereo unspecified)	/	2	5	2	-2	-9	-2	1.1	3
O=C(CCSc1ccccc1)Nc1ccccc1Br	-12	-4	7	-10	-7	-12	-4	-0.7	11
Cc1cc(C)c2c(CN3CCOCC3)cc(=O)oc2c1	-13	-1	3	-1	-1	-18	-5	3.0	11
N#Cc1nc(COc2ccccc2Cl)oc1NCc1ccco1	0	-1	1	-1	2	8	-5	0.7	17
Cc1cc(Cn2nc(-c3ccccc3)cc2C(=O)NCc2cccc(Br)c2)on1	-15	10	-3	-16	2	44	-5	5.0	18
Cc1oc(S(=O)(=O)N2CCOCC2)cc1C(=O)Nc1ccc(Cl)cc1	-3	13	-3	-6	3	0	0	5.7	16
Cc1ccc(C(=O)Nc2cccc3ncccc23)cc1[N+](=O)[O-]	-12	15	10	-9	-12	14	-3	0.9	-5
CCOC(=O)c1c(C)sc(Sc2ccc(Cl)cc2[N+](=O)[O-])c1OC	-4	11	-9	-6	6	0	-5	0.1	6
COC(=O)C(NC(=O)c1ccc(Cl)cc1)(Nc1nc(C)cs1)C(F)(F)F (stereo unspecified)	-10	16	0	-1	6	-3	-5	0.6	5
CCOc1cccc(NC(=O)c2ccc(S(=O)(=O)N(C)C)cc2)c1	-6	3	-4	4	3	-8	-4	1.5	7
Cc1ccn2cc(CCNS(=O)(=O)c3ccc(F)c(C(F)(F)F)c3)nc2c1	-14	1	-3	-10	-4	-4	-12	0.3	3
O=C(Nc1ccc2c(c1)OCCO2)c1ccc2nccnc2c1	-6	6	7	-11	1	2	5	2.2	-6
COc1ccc2c(c1)CN(C)S(=O)(=O)c1ccccc1-2	-6	2	10	4	-10	1	-3	0.2	7
Cc1cccc(NC(=O)C2=C(O)c3ccccc3N(C)S2(=O)=O)c1	-5	3	14	-9	-17	-11	0	1.1	13
CC[C@@H]1C(c2ccc(F)cc2)=NN(c2ccccc2)[C@H]1C(=O)N1CCOC1=O	-16	1	3	-11	-7	-14	-4	0.4	14
CCOc1cc(OCC)cc(C(=O)N2CCC[C@H]2C(=O)N2CCC[C@H]2C(=O)N(C)Cc2ccccc2)c1	/	4	/	-14	/	4	/	2.3	16

# Rows are unselected; any-hit rate near 4.4%.
